# Bioassay records as filed in PubChem BioAssay.
# IL-1B inflam inh: inhibitors of inflammasome signaling (IL-1 beta secretion); THP-1 LPS/ATP IL-1B secretion, AlphaLISA, 16 h; hits give low values; activity change, % at 57.5 µM; AID 743279; hit rate 4.7% among 360,000; in the data active = activity change below about -50%; inconclusive = mostly about -30% to -49%; also: % is scaled to controls: 0 for no effect and ±100 for the full control effect
#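 Secreted IL-1B measured by AlphaLISA bead assay after 16 h compound exposure of THP-1 cells; compounds (final up to 57.5 uM) added 1 h before LPS (250 ng/mL) and ATP (1.25 mM) stimulation; lower signal means less secretion.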
# HT1080-NT tox: kills 2HG-producing HT-1080-NT fibrosarcoma cells. HT-1080-NT fibrosarcoma viability, CellTiter-Glo ATP luminescence, 48 h. Potency, µM (top dose mostly 46.1 µM), for the others: at the top dose activity, negative = less viability, most hits filed as cytotoxic. hit rate 1.6% among 360,000. AID 686970;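 also: NT is the 2HG producing partner of a matched IDH1 knockdown line; potency is read from the fitted curve at half-maximal effect; 0% = DMSO-treated cells and -100% = media-only wells without cells; nearly all actives have a fitted effect of over 55% in size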
#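 A 48-hour cytotoxicity screen used HT-1080-NT cells plated 2 hours before compound delivery. ATP-based CellTiter-Glo luminescence measured viability, normalized to DMSO and no-cell controls.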
# KB-V1 cytotox: KB-V1 MDR subline cytotoxicity; hit rate 3.4% among 400,000; KB-V1 MDR cells viability, CellTiter-Glo, 72 h; Potency, µM (top dose mostly 46.1 µM), for the others: top-dose activity change, negative = cytotoxicity, most hits filed as cytotoxic; also: potency is read from the fitted curve at half-maximal effect; % is scaled to controls: 0 for no effect and ±100 for the full control effect; nearly all actives have a fitted effect of over 60% in size
#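 Cells of the MDR subline KB-V1 are plated, dosed with compound at multiple concentrations, and incubated 72 h at 37 degrees C; CellTiter-Glo is then added and luminescence read after 10 min.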
# GLP1R ag: GLP-1 receptor (human) agonism | Potency, µM (highest dose often 45.6 µM), for inactives: at the top dose activation, usual class: activators | AID 624172 | P43220 | hit rate 0.007% among 380,000 | HEK293 GLP-1R CRE-luciferase, luminescence, 4-6 h; cells express a hypersensitive GLP-1R form; also: potency is read from the fitted curve at half-maximal effect; % of control where 0% means no effect
# Target sequence (P43220 whole entry, looked up): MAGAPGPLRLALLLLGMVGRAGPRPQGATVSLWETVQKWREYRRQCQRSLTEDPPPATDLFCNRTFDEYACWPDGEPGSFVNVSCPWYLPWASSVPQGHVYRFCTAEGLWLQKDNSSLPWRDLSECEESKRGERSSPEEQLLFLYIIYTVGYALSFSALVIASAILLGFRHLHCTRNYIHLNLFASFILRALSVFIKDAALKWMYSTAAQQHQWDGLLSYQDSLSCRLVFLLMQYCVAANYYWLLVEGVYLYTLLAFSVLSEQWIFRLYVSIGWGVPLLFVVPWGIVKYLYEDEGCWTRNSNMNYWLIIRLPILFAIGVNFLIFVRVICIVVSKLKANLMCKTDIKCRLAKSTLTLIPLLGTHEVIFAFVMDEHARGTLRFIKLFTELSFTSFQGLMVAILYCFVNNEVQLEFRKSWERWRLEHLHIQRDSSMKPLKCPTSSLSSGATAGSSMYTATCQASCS
# DRD3 agonist: agonists of human D3 dopamine receptor; D3R DiscoveRx beta-arrestin cells, luminescence, 90 min; P35462; hit rate 0.58% among 410,000; max activation, %; in the data active = max activation above about 30%; also: 0% is about no effect; mostly tested at two doses, the higher about 12 µM
# Target sequence (P35462 whole entry, looked up): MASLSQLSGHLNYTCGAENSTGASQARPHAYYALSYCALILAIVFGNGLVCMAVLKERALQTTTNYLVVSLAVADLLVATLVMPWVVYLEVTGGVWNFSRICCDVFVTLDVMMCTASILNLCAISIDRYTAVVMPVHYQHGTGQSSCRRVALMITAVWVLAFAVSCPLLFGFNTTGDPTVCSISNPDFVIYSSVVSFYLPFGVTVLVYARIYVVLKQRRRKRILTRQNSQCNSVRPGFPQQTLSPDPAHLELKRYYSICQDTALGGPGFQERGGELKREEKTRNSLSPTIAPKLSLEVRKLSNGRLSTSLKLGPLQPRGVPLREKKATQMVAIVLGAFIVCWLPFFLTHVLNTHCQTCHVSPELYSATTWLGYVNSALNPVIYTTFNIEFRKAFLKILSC
#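 Cells at 1500/well, incubated overnight, then treated with pinned compounds (dopamine as control) for 90 min at 37 degrees C. DiscoveRx reagent added for 30 - 60 minutes at room temperature; luminescence read.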
# HT1080 IDH1KD tx: toxicity to HT-1080 IDH1 knockdown cells (counter line) | HT-1080 IDH1 knockdown viability, ATP luminescence, 48 h | Potency, µM (doses to about 46.1 µM), inactives show at the highest dose activity, negative = toxicity, most hits filed as cytotoxic | hit rate 2% among 360,000 | AID 686971;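 also: potency is read from the fitted curve at half-maximal effect; 0% = DMSO wells and -100% = cell-free medium wells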
#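 After a 2 h attachment period, IDH1KD HT-1080 cells took pin-transferred compound for 48 h at 37 °C; ATP-based luminescence after 10 min room-temperature reagent incubation reported viability.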
# KB-3-1 tox: kills parental KB-3-1 adenocarcinoma cells. hit rate 1.4% among 400,000. Potency, µM (titrated, usually from 46.1 µM), for inactives: at the highest dose activity change, negative = cytotoxic, actives largely listed as cytotoxic. KB-3-1 viability, CellTiter-Glo ATP luminescence, 72 h; also: potency is read from the fitted curve at half-maximal effect; % is scaled to controls: 0 for no effect and ±100 for the full control effect; nearly all actives have a fitted effect of over 60% in size
#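 KB-3-1 cells, DMEM (no phenol red) + 10% FBS; compound by pin transfer, 72 h, 37 °C. Readout: CellTiter-Glo luminescence after 10 min. Data normalized, curve-fitted.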
# DRD3 antagonist: blocks the human D3 dopamine receptor | hit rate 2.5% among 360,000 | max response, negative = inhibition, % | D3R cells, DiscoveRx beta-arrestin luminescence, antagonist mode; hits give low values; in the data active = max response below about -50%; inconclusive = no clear call, values can overlap the other calls; also: % is scaled to controls: 0 for no effect and ±100 for the full control effect; mostly tested at two doses, the higher about 12 µM
#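 Cells plated overnight at 1500 cells/well, then exposed to library compounds with dopamine controls for 90 minutes at 37 degrees C. DiscoveRx reagent added for 30–60 minutes at room temperature; luminescence read, quantitative HTS format.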
# SW480 rerep: inducers of DNA re-replication in SW480 colon cancer cells. AID 624297. SW480 DNA re-replication, Hoechst DNA content imaging, 48 h. Potency, µM (highest dose often 46.1 µM), for inactives: at the top dose re-replication activation, most hits filed as activators. hit rate 1.8% among 340,000; also: potency is read from the fitted curve at half-maximal effect; % of control where 0% means no effect; nearly all actives have a fitted effect of over 55% in size
#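 Treated cells incubate 48 hr (37 C, 5% CO2), are stained 40 min with Hoechst, and nuclear fluorescence is enumerated; a rise in nuclei with high DNA signal marks re-replication.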
# The depositor's hits bear a star; ? = inconclusive; . = no result given; [ ] = another dose, or the depositor's remark. Unless noted, calls follow the shape of the dose curve; as a rule, active = well fitted curve in the direction sought with a large enough effect; inconclusive = small, poorly fitted or top-dose-only effect, or another doubt; inactive = no such curve, though single readings can be large; an effect the other way counts as inactive or inconclusive.
SMILES,IL-1B inflam inh,HT1080-NT tox,KB-V1 cytotox,GLP1R ag,DRD3 agonist,HT1080 IDH1KD tx,KB-3-1 tox,DRD3 antagonist,SW480 rerep
COc1ccccc1NS(=O)(=O)c1ccc(C(=O)N2CCN(c3ccccn3)CC2)cc1,0,7%,0%,0%,-13,3%,-14%,-16,0%
CCc1c(C)nc2c(C#N)c[nH]n2c1=O,31,3%,2%,-6%,2,?,?,17,2%
CCOC(=O)C1CCCN(S(=O)(=O)c2ccc(OC)cc2)C1 (stereo not given),0,11%[9.24 µM],-4%,-13%,7,8%,2%,-9,-1%
Cc1ccc(NS(=O)(=O)c2cccc(C(=O)N3CCCC(C)C3)c2)cc1 (stereo not given),0,-9%,?,-5%,2,6%,-16%,17,-8%
CCOC(=O)/C=C/C(=O)Nc1ccccc1C(=O)NC1CCCCC1,-51*,-8%,-1%,0%,-2,?,4%,-8,?
CCOC(=O)N1CCN(C(=O)C[C@@H]2C[C@@]3(C(=O)OCC)CCC=C3N(Cc3ccc4c(c3)OCO4)C2=O)CC1,6,?,-2%,-3%,-3,?,29%,2,.
Cc1ccc(S(=O)(=O)N2C[C@H]3n4c(=O)ccc(=O)n4C[C@H](OC(=O)NCC4CCCCC4)[C@@]3(O)C2)cc1,-109*,21µM*,9%,-16%,0,?,?,-7,.
Cc1cc(C)c(CN2CCN(C(=O)Cn3cnc4c(NCc5ccccc5)ncnc43)CC2)c(C)c1,?,?,?,1%,31*,?,?,11,5%
COc1ccc(CC(=O)Nc2nc(OCC(F)(F)F)cnc2-c2ccc(Cl)cc2Cl)cc1,-2,?,?,6%,-5,?,-27%,-11,.
Cc1nn(Cc2cccc(C(=O)Nc3ccn(Cc4ccccc4F)n3)c2)c(C)c1[N+](=O)[O-],0,-1%[9.24 µM],-5%,-13%,-2,?,4%,-4,-5%
Cc1ccc2oc(=O)c3cc(C(=O)NCCCN4CCCCCC4)sc3c2c1,?,-23%,3%,3%,-10,9%,8%,-12,?
Cc1ccc(C(=O)NNC(=O)c2ccncc2)cc1S(=O)(=O)N1CCOCC1,5,13%,20%,-8%,8,8%,-2%,18,-8%
O=S(=O)(c1ccccc1)N1CCN(C(=S)NCCCN2CCOCC2)CC1,0,2%,-4%,1%,-10,-2%,7%,-12,8%
Cc1cccc2c(=O)cc(C(F)(F)F)[nH]c12,21,?,0%,-3%,-7,?,-3%,-10,-1%
CCOC(=O)N1CCN(C(=O)CCCOc2ccccc2)CC1,23,-1%,-26%,-10%,-14,-3%,5%,-26,-14%
CCNC(=O)CC1C(=O)N(c2ccccc2)C(=O)N1CCc1ccc(OC)cc1 (stereo not given),14,18%,9%,-6%,-19,7%,-6%,-2,-9%
COc1ccc(OC)c(-c2[nH]nc3c2C(c2ccco2)C(C#N)=C(N)O3)c1 (stereo not given),12,5%,1%,-1%,-1,12%,-25%,5,-2%
Cc1nc2ccccc2n1CCN1CCOCC1,31,9%,-1%,0%,3,12%,-2%,1,-6%
O=C(CN(C(=O)CCC(=O)Nc1ccccn1)c1cccc(F)c1)NCc1ccco1,1,7%,?,13%,5,2%,20%,12,0%
CCc1sc(C(=O)N2CCN(c3ccc(F)cc3)CC2)cc1C,4,-2%,-11%,14%,-8,0%,-6%,-3,3%
Cc1nc2c(-c3ccc(F)cc3)c(C)nn2c(C)c1CCC(=O)Nc1ccccc1,-12,-16%,0%,4%,1,0%,-8%,2,-1%
COc1ccccc1N1CCN(CCN2C(=O)C3CCCCN3C2=O)CC1 (stereo not given),15,3%,-20%,-3%,-21,9%,5%,-79*,-4%
O=C(c1ccc(NS(=O)(=O)c2cccc3cccnc23)cc1)N1CCCCC1,-18,0%,16%,4%,5,-6%,-1%,2,-42%[inhibitor]
O=C(Nc1cccc(OC(F)(F)F)c1)C1Cc2c(-c3cccc(F)c3)ccnc2O1 (stereo not given),-89*,?,?,-3%,-7,?,?,-18,.
C=C1c2ccccc2NC(=S)N1Cc1ccc2c(c1)OCO2,-18,0%,?,10%,-6,-10%,-5%,-24,2%
# Other records follow:
SMILES,IL-1B inflam inh,HT1080-NT tox,KB-V1 cytotox,GLP1R ag,DRD3 agonist,HT1080 IDH1KD tx,KB-3-1 tox,DRD3 antagonist,SW480 rerep
CN1CCN(S(=O)(=O)c2ccc(NC(=O)Cc3cccs3)cc2)CC1,18,4%,8%,-13%,-20,-2%,-4%,18,-3%
Cc1ccc(-c2nnn(CC(=O)N(CC3CCCO3)C(C(=O)NC3CCCCC3)c3ccc(F)cc3)n2)o1 (stereo not given),-3,1%,-5%,4%,-19,-3%,0%,-11,2%
c1cnc2nc(-c3ccc4c(c3)OCO4)cn2c1,-19,-19%,-16%,3%,-2,?,-11%,-22,2%
Nc1nc(Cl)nc2ccc(Br)cc12,22,-9%,-17%,-4%,-3,-8%,0%,-5,-53%[inhibitor]
CC(C(=O)O)C(=O)O,-24,3%,20%,1%,10,1%,0%,8,?
COc1ccc(N2CCCn3c2nc2c3c(=O)n(Cc3ccccc3F)c(=O)n2C)c(OC)c1,-8,-9%,-16%,-6%,8,-5%,11%,-28,-15%
O=[N+]([O-])c1ncccc1OCc1ccc(Cl)c(Cl)c1,?,-13%,?,26%,-3,-6%,-29%,4,0%
CC(C)(C)NC1=NCCNC(c2ccccc2)=C1,5,1%,3%,3%,-11,-5%,?,-11,.
CCC(C(=O)NC(C)(C)C)n1c(-c2ccc3c(c2)OCO3)nc2ccccc21 (stereo not given),16,10%,?,.,4,9%,4%,3,.
Cc1noc(C)c1NC(=O)N(C)C[C@@H]1Oc2cc(Br)ccc2S(=O)(=O)N([C@H](C)CO)C[C@@H]1C,25,9%,?,-5%,1,4%,20%,14,.
Cc1ccc(NC(=O)C(CC(C)C)NC(N)=O)cc1 (stereo not given),33,13%,8%,-2%,-3,10%,7%,8,1%
O=C1N(Cc2ccccc2)c2ccc(Br)cc2[C@]12C[C@H](O)CO2,-22,-7%,-21%,.,7,-13%,1%,33,.
CSc1ncccc1C(=O)OCC(=O)N1CCN(C(=O)c2ccco2)CC1,-7,8%,13%,-3%,-3,0%,2%,-9,-2%
O=C(Nc1ccc2ccccc2c1[N+](=O)[O-])c1ccccc1,-4,-8%,?,2%,6,-4%,-11%,-7,-3%
Cc1occc1-c1nnc(SCC(=O)N2CCCc3ccccc32)n1Cc1ccco1,4,8%,-3%,1%,-6,6%,-13%,-1,-1%
O=C(Nc1ccc(NC(=O)c2ccccc2)c2ccccc12)c1ccccc1,-8,?,-16%,-3%,2,-16%,-12%,-14,.
CCOc1ncccc1C(=O)OCc1c(F)cccc1Cl,20,-3%,-14%,18%,-9,1%,-6%,-23,-7%
CCOC(=O)C(C(=O)Cc1ccccc1)c1ccccc1 (stereo not given),-2,21%,-5%,13%,3,13%,-18%,-2,-11%
CCOc1ccc(CCNS(=O)(=O)c2ccc3c(c2)N(C(C)=O)CCO3)cc1OCC,3,9%,9%,15%,4,-1%,1%,11,-4%
O=C1C2C3C=CC(C2C(=O)N1c1nccs1)C1C(=O)N(c2nccs2)C(=O)C31 (stereo not given),-6,-8%,4%,0%,-4,-19%,6%,1,0%
Cc1cc(OCc2cc(C(=O)N3CCN(C)C(=O)[C@@H]3C)no2)cc(C)c1Cl,-17,0%,-25%,2%,5,-16%,-4%,40,3%
CC(OC(=O)COc1ccc(Nc2ccccc2)cc1)C(=O)N(C)c1ccccc1 (stereo not given),2,-1%,-9%,1%,-2,0%,0%,3,2%
CCOC(=O)c1ccccc1NC(=O)c1cccs1,-21,5%,-8%,22%,-1,-1%,0%,25,-2%
COc1ccc(N(CC(=O)N/N=C/c2ccc(-c3ccc([N+](=O)[O-])cc3)o2)S(=O)(=O)c2ccc(C)cc2)cc1Cl,-14,-3%,-2%,-3%,-1,0%,0%,-3,?
COc1ccc(/C(N)=N/OC(=O)C2CCCCC2)cc1,-23,0%,14%,4%,6,1%,18%,3,-4%
# Carrying on.
SMILES,IL-1B inflam inh,HT1080-NT tox,KB-V1 cytotox,GLP1R ag,DRD3 agonist,HT1080 IDH1KD tx,KB-3-1 tox,DRD3 antagonist,SW480 rerep
O=C(CC(c1ccccc1)c1cc(Br)ccc1O)N1CCCCC1 (stereo not given),?,5%,0%,10%,1,5%,4%,4,7%
CCOC(=O)C1=C(C)C(c2ccccc2OC)NC(=S)N1 (stereo not given),-12,-5%,23µM*,5%,0,-2%,-4%,-10,0%
Cc1ccc2sc(N3CCN(C(=O)C4=COCCO4)CC3)nc2c1C,?,-1%,-23%,10%,15,-1%,-2%,13,-13%
O=C(CSc1nnc(CNC(=O)c2cccs2)o1)NCc1ccc(F)cc1,48,7%,12%,-6%,-5,5%,1%,4,3%
COc1ccc(C(=O)O)cc1S(=O)(=O)N1CCCc2ccccc21,35,0%,9%,-6%,5,10%,-4%,7,-1%
Cc1ccc2sc(N(CCCN(C)C)C(=O)c3ccc(S(=O)(=O)N4CCc5ccccc5C4)cc3)nc2c1C,-82*,21µM*,-3%,2%,2,?,-14%,-9,3.7µM*
O=C(Nc1nnc(-c2ccncc2)o1)c1cccc(N2C(=O)CCC2=O)c1,-4,29%,5%,-1%,1,29%,16%,4,1%
Cc1ccc(S(=O)(=O)N2CCN(C(=O)c3ccccc3Cc3ccccc3)CC2)c(C)c1,-72*,-25%,-24%,11%,15,?,-11%,2,-3%
COc1ccc(-c2c(=O)n(OC)c3ccccc3[n+]2[O-])cc1OC,-16,-3%,12%,-6%,-5,-2%,5%,-26,?
Cc1ccc(S(=O)(=O)N2CCN(C(=O)Cc3sc(C)nc3-c3ccc(F)cc3)CC2)c(C)c1,-50*,18%,-27%,12%,2,10%,-4%,4,2%
COc1ccccc1CNC(=O)C1CCCN(S(=O)(=O)c2cccc3cccnc23)C1 (stereo not given),?,23%,-2%,-3%,5,2%,2%,7,1%
O=C1CCc2cc(S(=O)(=O)N3CCCCC3)cc3c2N1CC3,27,-3%,-3%,12%,7,-1%,6%,3,-7%

# Rows are unselected (roughly 12% active in at least one column).
